# Bioassay records deposited in PubChem by several laboratories.
# PLK1 PBD inh = blocks phosphopeptide binding to human Plk1 polo box domain; P53350; Plk1 PBD phosphopeptide binding, fluorescence polarization; 0.13% of 97,000 active; AID 693; inhibition, %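 (tested at about 20 µM)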; in the data active means inhibition above about 34%, passing the limit was not always enough
# EphB4 ephrin blk = blocks human EphB4 binding to ephrin-B2; EphB4 LBD / TNYL-RAW-Alexa532 peptide, fluorescence polarization; inhibition, % at 7 µM; 0.15% of 97,000 active; AID 720;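 active means inhibition above the screen-wide mean inhibition plus 3 SD, cut at about 15% in these data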;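 further: 0% = DMSO wells and 100% = excess unlabeled TNYL-RAW peptide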
# Target sequence (P54760 whole entry, looked up, the tested form may be a part): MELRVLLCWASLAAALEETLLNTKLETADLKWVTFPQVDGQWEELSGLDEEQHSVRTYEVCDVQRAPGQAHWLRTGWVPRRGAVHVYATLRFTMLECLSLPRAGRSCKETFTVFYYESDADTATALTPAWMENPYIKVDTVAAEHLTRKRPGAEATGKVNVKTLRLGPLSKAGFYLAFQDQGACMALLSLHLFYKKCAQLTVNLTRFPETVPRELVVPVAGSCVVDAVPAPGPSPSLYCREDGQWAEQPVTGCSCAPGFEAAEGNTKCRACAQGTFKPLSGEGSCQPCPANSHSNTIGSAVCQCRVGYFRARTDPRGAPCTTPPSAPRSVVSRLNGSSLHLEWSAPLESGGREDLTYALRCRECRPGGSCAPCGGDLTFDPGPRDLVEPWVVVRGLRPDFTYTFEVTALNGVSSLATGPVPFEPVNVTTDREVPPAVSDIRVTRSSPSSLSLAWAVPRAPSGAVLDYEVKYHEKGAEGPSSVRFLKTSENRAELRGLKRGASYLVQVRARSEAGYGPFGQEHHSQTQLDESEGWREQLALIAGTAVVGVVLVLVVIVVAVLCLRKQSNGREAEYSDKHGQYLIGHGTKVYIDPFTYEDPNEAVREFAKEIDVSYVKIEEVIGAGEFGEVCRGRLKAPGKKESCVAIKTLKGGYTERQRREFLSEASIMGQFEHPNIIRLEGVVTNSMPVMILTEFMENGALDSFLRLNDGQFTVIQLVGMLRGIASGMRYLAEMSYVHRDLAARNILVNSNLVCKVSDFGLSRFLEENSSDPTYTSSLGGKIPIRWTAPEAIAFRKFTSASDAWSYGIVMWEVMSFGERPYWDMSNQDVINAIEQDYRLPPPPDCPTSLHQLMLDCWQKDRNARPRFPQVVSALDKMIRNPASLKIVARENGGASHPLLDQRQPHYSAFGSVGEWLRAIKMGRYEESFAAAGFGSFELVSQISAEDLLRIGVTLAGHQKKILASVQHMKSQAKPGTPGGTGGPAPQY
# CYP2C9 inh = human CYP2C9 inhibition; P11712; inhibition, % at 5 µM; AID 777; 20% of 96,000 active; CYP2C9 Supersomes, luciferin-H conversion, luminescence;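 active means blocking of liver enzyme CYP2C9 beyond about 50% at 5 µM, limit read from the data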; further: values of inactives mirror those of a sister screen read the other way
# PLK1 kinase inh = blocks human PLK1 kinase activity; P53350; recombinant PLK1 kinase, TR-FRET peptide phosphorylation; inhibition, % at 10 µM; 0.53% of 97,000 active; AID 619;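 active means inhibition of 50% or more in the single-concentration screen; inactive means inhibition below 50%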;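 further: 0% = DMSO max control and 100% = H-89 dihydrochloride min control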
# Rev-RRE block = disrupts HIV-1 Rev binding to RRE RNA | 0.79% of 97,000 active | inhibition, % at 8 µM | P05866 | Rev peptide-RRE RNA binding, FRET;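 active means inhibition above the screen-wide mean plus 3 SD, cut at about 35% in these data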;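 further: 0% = median DMSO wells and 100% = median Neomycin B control wells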
# Target sequence (P05866 whole entry, looked up): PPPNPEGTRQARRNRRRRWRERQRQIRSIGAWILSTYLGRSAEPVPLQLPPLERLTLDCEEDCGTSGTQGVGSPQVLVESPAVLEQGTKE
#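 Test system: Cy5-tagged RRE RNA duplex with fluorescein-tagged Rev peptide; Probe or stimulus: labelled Rev peptide; Schedule: 5 min preincubation and 15 min binding, 25 °C; Signal: FRET fluorescence readout; Evaluation: % inhibition from 671/540 nm acceptor-to-donor ratio, scaled between controls; Control set: DMSO and neomycin B.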
# CYP2C19 inh = human CYP2C19 inhibition. P33261. CYP2C19 Supersomes, luciferin-H EGE luminescence, 30 min. inhibition, % at 5 µM. 21% of 96,000 active. AID 778;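 active means CYP2C19 inhibition above a set limit at 5 µM in the primary screen, cut at about 50% in these data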;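 further: plate controls were negative control wells for no effect and 2.5 mM tranylcypromine positive control for full effect; values of inactives mirror those of a sister screen read the other way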
# CYP2C19 activ = increases human CYP2C19 enzyme activity; P33261; recombinant CYP2C19, luciferin-H EGE luminescence; stronger effect = higher value; 0 = fully inhibited enzyme, 1 = untreated enzyme; AID 1025; 96,000 tested, under 10 active; activation factor at 5 µM;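 active means activation factor of at least 2 at 5 µM in the primary screen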;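 further: 0 = wells with 2.5 mM tranylcypromine and 1 = vehicle-only wells; values of inactives mirror those of a sister screen read the other way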
# CYP2C9 activ = CYP2C9 (human) activation; P11712; recombinant CYP2C9, luciferin-H conversion, luminescence; stronger effect = higher value; factor 1 = untreated enzyme, 0 = blocked; activation factor at 5 µM; 1.4% of 96,000 active; AID 1024;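 active means activation factor of 2 or more for CYP2C9 at a 5 µM dose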;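 further: 0 = sulfaphenazole-blocked wells and 1 = vehicle-only wells; values of inactives mirror those of a sister screen read the other way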
# PLAP act = activators of human placental alkaline phosphatase | purified PLAP enzyme, luminescent substrate read-out; stronger effect = higher value | P05187 | AID 696 | activation fold at 20 µM | 1.2% of 96,000 active; in the data active means activation fold above about 2
# The depositor's hits bear a star; . = no result given. An unsorted share of the library; 29% or so of the library scored in one or more.
PLK1 PBD inh	EphB4 ephrin blk	CYP2C9 inh	PLK1 kinase inh	Rev-RRE block	CYP2C19 inh	CYP2C19 activ	CYP2C9 activ	PLAP act	structure
-9	0	-10	-12	5	-6	1.1	1.1	1	NC(=O)Nn1c(CCC(=O)O)ccc1-c1ccc(Br)cc1
19	-3	.	1	6	.	.	.	.	COc1cccc(C(=O)NCC(c2cccnc2)N2CCN(c3ccccc3OC)CC2)c1 (stereo unspecified)
22	-9	-1	-7	4	7	0.9	1	1.2	O=C(C1CCC(=O)N1Cc1ccccc1Cl)N1CCN(c2ccc(F)cc2)CC1 (stereo unspecified)
0	-4	12	-11	1	33	0.7	0.9	1	COC(=O)c1cc2ccsc2n1CC(=O)N(C)C1CCCCC1
-26	-8	94*	-11	7	62*	0.4	0.1	1.1	CC(=O)c1c(C)nc(-c2ccc(Cl)cc2)nc1NC(=O)C(C)C
-16	0	49	-5	2	57*	0.4	0.5	1.8	O=C(Cn1cnc2ccccc2c1=O)Nc1cccc(-c2nnc3n2CCCCC3)c1
2	-3	-34	-11	2	93*	0.1	1.3	1.3	Cc1c(CN(C)C(=O)c2sc3cc(Cl)ccc3c2Cl)cnn1C
-35	2	100*	-7	13	7	0.9	0	2.1*	CC(C)c1ccc(-c2cc(C(=O)N3N=C(C(F)F)CC3(O)C(F)F)c3ccccc3n2)cc1 (stereo unspecified)
13	-1	91*	-2	1	70*	0.3	0.1	1.2	CN(C)S(=O)(=O)c1ccc(NS(=O)(=O)/C=C/c2ccccc2)cc1
3	-11	-8	-10	2	3	1	1.1	1	O=C(NCCCNC(=O)c1ccco1)c1ccco1
-10	-1	9	-4	22	-6	1.1	0.9	1.5	CCOc1ccc2nc3sc(C(=O)N4CCN(C)CC4)c(N)c3cc2c1
25	9	49	-7	-4	24	0.8	0.5	1.7	COc1cc(-c2nnc(COC(=O)C3c4ccccc4Oc4ccccc43)o2)cc(OC)c1OC
6	3	-111	2	23	84*	0.2	2.1*	1.5	O=S(=O)(c1ccc2c(c1)OCCO2)N1CCC(c2nc3ccc(Cl)cc3[nH]2)CC1
2	0	-198	-17	-1	41	0.6	3*	0.8	Cc1cc(-c2ccccc2)c(C#N)c(SCC(N)=O)n1
8	2	-3	-13	7	-5	1.1	1	0.9	O=C(CCS(=O)(=O)Cc1ccccc1)NCc1ccco1
1	-4	.	-2	-2	.	.	.	.	CN1CCN(C(=O)c2ccc(CS(=O)(=O)c3c(Cl)cccc3Cl)o2)CC1
-15	3	48	-7	10	-5	1	0.5	1.3	O=C(O)Cc1sc(-c2ccc(Cl)cc2)nc1-c1ccccc1
-13	-2	-9	4	8	-2	1	1.1	0.9	CC(=O)N1CCN(c2cccc(C)c2C)CC1
-11	-4	-8	-9	7	7	0.9	1.1	1	Cc1ccc(S(=O)(=O)NC2=NCCC2)cc1
-21	0	.	-12	11	.	.	.	.	CCOC(=O)c1ccc(NC(=O)CSC2=NC(=O)C(CC)C(=O)N2)cc1 (stereo unspecified)

# Going on with the list:
PLK1 PBD inh	EphB4 ephrin blk	CYP2C9 inh	PLK1 kinase inh	Rev-RRE block	CYP2C19 inh	CYP2C19 activ	CYP2C9 activ	PLAP act	structure
-22	9	5	-9	4	23	0.8	1	1.3	CC(C)C(C(=O)C=[N+]=[N-])N1C(=O)c2ccccc2C1=O (stereo unspecified)
-9	-12	30	-12	4	15	0.8	0.7	1.3	N#CC1=C2SCN(c3ccc(F)cc3)CN2C(=O)CC1c1cccc(F)c1 (stereo unspecified)
29	7	45	-6	-2	20	0.8	0.6	1	Cc1cc(O)c(/C=N/Nc2ccccc2)c(=O)o1
13	-2	.	2	4	.	.	.	.	CCOc1cc(S(=O)(=O)NCc2ccccc2)c(OCC)cc1-n1cnnn1
-32	1	51*	-8	4	34	0.7	0.5	1	Cc1ccccc1NC(=O)c1cc(S(=O)(=O)N2CCCCC2)cs1
-53	-4	75*	1	0	81*	0.2	0.2	1.1	CCSc1nnc(NC(=O)CN(C)S(=O)(=O)c2ccc(F)cc2)s1
.	.	66*	.	.	71*	0.3	0.3	1	CCc1nn(C(C)C(=O)Nc2cccc(C)c2C)c(=O)c2cc3occc3n12 (stereo unspecified)
3	2	-17	-8	6	-19	1.2	1.2	1.2	COC(=O)C1=C(C)N(C2CCCC2)C(=O)C1(NC(C)=O)C(F)(F)F (stereo unspecified)
-21	-7	11	-6	2	27	0.7	0.9	0.9	c1ccc(CCNC2=NCCCS2)cc1
23	-10	53*	-20	3	22	0.8	0.5	1	CCc1ccc(C2CC(=O)N3CN(c4ccccc4)CSC3=C2C#N)cc1 (stereo unspecified)
-1	3	3	-14	5	-2	1	1	0.9	CC(=O)NCCc1ccc(S(=O)(=O)N(C)C2CCS(=O)(=O)C2)cc1 (stereo unspecified)
23	5	94*	-10	14	89*	0.1	0.1	1.5	CCOC(=O)c1c(NC(=O)CSc2nnc(CNc3ccc(F)cc3)o2)sc(C(C)=O)c1C
-14	-3	-6	-8	5	-12	1.1	1.1	1.3	COC(=O)c1ccc(-n2nnnc2SCC(=O)Nc2ccccc2C(=O)OC)cc1
-20	-4	64*	-17	2	50*	0.5	0.4	1.1	N#Cc1c(N2CCN(C(=O)c3ccccc3Cl)CC2)nc(-c2ccccc2)c2c1CCCC2
17	-4	1	-18	2	-1	1	1	0.9	CCCc1cc(C(=O)Nc2cc(C)on2)no1
3	-3	6	-3	-3	32	0.7	0.9	0.9	CC1(NC(=O)COc2ccccc2-c2ccccc2)CCS(=O)(=O)C1 (stereo unspecified)
.	.	43	.	.	23	0.8	0.6	1.3	O=c1c2ccccc2nnn1CSc1nnc(-c2cccs2)n1Cc1ccccc1
28	2	21	-13	4	31	0.7	0.8	1.1	COC(=O)CC(=O)CSc1nc(C)cc(C)c1C#N
-28	4	91*	7	4	91*	0.1	0.1	1.3	COC(=O)c1ccsc1NC(=O)CN1CCN(c2ccc(F)cc2)CC1
-21	-3	46	-10	4	52*	0.5	0.5	1	COc1ccc(OCC(O)CNC(=O)c2ccc(Br)cc2)cc1 (stereo unspecified)

# Compound profiles, from the list above:
# `O=c1c2ccccc2nnn1CSc1nnc(-c2cccs2)n1Cc1ccccc1` as listed: PLK1 PBD inh = .; EphB4 ephrin blk = .; CYP2C9 inh = 43; PLK1 kinase inh = .; Rev-RRE block = .; CYP2C19 inh = 23; CYP2C19 activ = 0.8; CYP2C9 activ = 0.6; PLAP act = 1.3
# `COC(=O)c1ccc(-n2nnnc2SCC(=O)Nc2ccccc2C(=O)OC)cc1` as listed: PLK1 PBD inh = -14; EphB4 ephrin blk = -3; CYP2C9 inh = -6; PLK1 kinase inh = -8; Rev-RRE block = 5; CYP2C19 inh = -12; CYP2C19 activ = 1.1; CYP2C9 activ = 1.1; PLAP act = 1.3

# With a hit mark in PLAP act, among the entries above:
PLK1 PBD inh	EphB4 ephrin blk	CYP2C9 inh	PLK1 kinase inh	Rev-RRE block	CYP2C19 inh	CYP2C19 activ	CYP2C9 activ	PLAP act	structure
-35	2	100*	-7	13	7	0.9	0	2.1*	CC(C)c1ccc(-c2cc(C(=O)N3N=C(C(F)F)CC3(O)C(F)F)c3ccccc3n2)cc1 (stereo unspecified)

# Further structures
PLK1 PBD inh	EphB4 ephrin blk	CYP2C9 inh	PLK1 kinase inh	Rev-RRE block	CYP2C19 inh	CYP2C19 activ	CYP2C9 activ	PLAP act	structure
-21	2	-1	-7	17	2	1	1	0.9	CCNc1cc2n(c(=O)n1)CCc1cc(OC)c(OC)cc1-2
-12	0	.	-10	12	.	.	.	.	CC1Cc2ccccc2N1c1ncnc2c1nnn2Cc1ccccc1Cl (stereo unspecified)
.	.	41	.	.	33	0.7	0.6	1.3	CCCc1cc(N2CCCC(C(=O)NCc3ccc4c(c3)OCO4)C2)n2ncnc2n1 (stereo unspecified)
10	-5	32	-4	-2	57*	0.4	0.7	1.1	CCc1nc(SCc2cccnc2)c(C#N)cc1C
-13	1	.	-12	-1	.	.	.	.	O=C(O)CN=C1NC2(CCCCC2)Cc2ccccc21
1	-9	9	-22	1	-5	1	0.9	1.2	CCN1CCN(c2nc(C)nc3c2sc(=S)n3C)CC1
25	-9	-4	0	10	10	0.9	1	1.5	COc1ccc(C2NC(C(=O)O)Cc3c2[nH]c2ccccc32)cc1OC (stereo unspecified)
26	3	65*	-3	7	43	0.6	0.4	1.3	CCOC(=O)c1sc(NC(=O)c2cccs2)cc1C
-15	-9	96*	-3	2	52*	0.5	0	1.3	COc1ccccc1OCC(=O)Nc1sc2c(c1C(=O)NCC1CCCO1)CCC2 (stereo unspecified)
5	2	.	-11	7	.	.	.	.	CCc1cc2c(=O)n(-c3ccc(C)cc3)cnc2s1
7	2	44	-3	11	1	1	0.6	1	COc1ccccc1CC(=O)Nc1ccccc1C(=O)O
-4	8	84*	-6	2	58*	0.4	0.2	1.6	COc1cc2c(cc1NC(=O)CSc1nnc(Cc3cccs3)n1Cc1ccco1)oc1ccccc12
-10	6	62*	-6	5	59*	0.4	0.4	1.8	CCOc1ccccc1NC(=S)/C(=C(\[O-])c1ccc2c(c1)OCCO2)[n+]1ccc(CC)cc1
3	-2	30	-7	10	10	0.9	0.7	1	CCCCNCCCCOc1ccccc1
-12	4	-1	-4	8	20	0.8	1	1.1	COc1cccc2c(=O)ccoc12
-28	-9	49	-3	9	53*	0.5	0.5	1.3	CSCc1cc(N2CCOCC2)nc(SCc2ccc(Cl)c(Cl)c2)n1
27	8	-11	14	12	-9	1.1	1.1	2.2*	Oc1c(C(c2ccccn2)N2CCOCC2)ccc2cccnc12 (stereo unspecified)
5	5	.	-2	4	.	.	.	.	OCCCn1c(-c2ccccc2)n[nH]c1=S
0	-6	13	-13	6	-17	1.2	0.9	1.7	CCOC(=O)N1CCN(C(=O)COc2ccc3c(c2)C(=O)CC2(CCN(C(C)=O)CC2)O3)CC1

# Reformatted: results already given.
canonical_smiles	PLK1 PBD inh	EphB4 ephrin blk	CYP2C9 inh	PLK1 kinase inh	Rev-RRE block	CYP2C19 inh	CYP2C19 activ	CYP2C9 activ	PLAP act
CCc1nc(SCc2cccnc2)c(C#N)cc1C	10	-5	32	-4	-2	57*	0.4	0.7	1.1
O=C(O)CN=C1NC2(CCCCC2)Cc2ccccc21	-13	1	.	-12	-1	.	.	.	.
CCN1CCN(c2nc(C)nc3c2sc(=S)n3C)CC1	1	-9	9	-22	1	-5	1	0.9	1.2
COc1ccc(C2NC(C(=O)O)Cc3c2[nH]c2ccccc32)cc1OC (stereo unspecified)	25	-9	-4	0	10	10	0.9	1	1.5
CCOC(=O)c1sc(NC(=O)c2cccs2)cc1C	26	3	65*	-3	7	43	0.6	0.4	1.3
COc1ccccc1OCC(=O)Nc1sc2c(c1C(=O)NCC1CCCO1)CCC2 (stereo unspecified)	-15	-9	96*	-3	2	52*	0.5	0	1.3
CCc1cc2c(=O)n(-c3ccc(C)cc3)cnc2s1	5	2	.	-11	7	.	.	.	.

# As entered above.
# CCCc1cc(C(=O)Nc2cc(C)on2)no1 in PLK1 kinase inh: -18
# Oc1c(C(c2ccccn2)N2CCOCC2)ccc2cccnc12 (stereo unspecified) in PLK1 PBD inh: 27
# CCOC(=O)N1CCN(C(=O)COc2ccc3c(c2)C(=O)CC2(CCN(C(C)=O)CC2)O3)CC1 in CYP2C9 activ: 0.9
# CCCCNCCCCOc1ccccc1 in PLAP act: 1
